GLP1R cytotox: cytotoxicity counter-screen for GLP-1 receptor inverse agonists; HEK293 cAMP-luciferase reporter cells, luminescence, 24 h; Potency, µM (titrated, usually from 38.3 µM), for inactives: top-dose activity change, negative = inhibition, hits mostly inhibitors; 410,000 tested, 0.13% active; AID 624418;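 note: loss of luciferase light is scored as toxicity; % is set by controls: 0 for no effect and ±100 for the full control effect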
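Seeding density was 200 cells/uL; after overnight-length (12 h) culture, 23 nL compounds went on for 24 h at 37 °C. Readout used a luciferase detection reagent, luminescence taken after 12 min at room temperature.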
TDP-43 yeast inh: inhibitors of TDP-43 toxicity in yeast; AID 652104; 410,000 tested, 1.8% active; TDP-43 expressing yeast growth rescue, BacTiter-Glo, 24 h; Potency, µM (doses to about 46.1 µM), for the others: at the top dose growth rescue (activation), actives largely listed as activators; note: % of control where 0% means no effect; nearly all actives have a fitted effect of over 50% in size
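Yeast cells expressing TDP-43 under galactose induction are exposed to compounds for 24 hr at 30 deg C. BacTiter-Glo luminescence measures growth, so protective compounds score as activators.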
KB-3-1 cytotox: kills parental KB-3-1 adenocarcinoma cells; Potency, µM (doses to about 46.1 µM), inactives show at the top dose activity change, negative = cytotoxic, actives largely listed as cytotoxic; KB-3-1 viability, CellTiter-Glo ATP luminescence, 72 h; 400,000 tested, 1.4% active; note: % is set by controls: 0 for no effect and ±100 for the full control effect; nearly all actives have a fitted effect of over 60% in size
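Cytotoxicity measured as CellTiter-Glo luminescence after 72 h at 37 C. Compound titrations were pinned onto drug-naive KB-3-1 parental adenocarcinoma cells grown in DMEM with 10% FBS, and normalized data fitted to concentration-response curves.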
KB-V1 MDR tox: KB-V1 MDR subline cytotoxicity. 400,000 tested, 3.4% active. KB-V1 MDR cells viability, CellTiter-Glo, 72 h. Potency, µM (doses to about 46.1 µM), for the others: at the highest dose activity change, negative = cytotoxicity, usual class: cytotoxic; note: % is set by controls: 0 for no effect and ±100 for the full control effect; nearly all actives have a fitted effect of over 60% in size
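Cells of the MDR subline KB-V1 are plated, dosed with compound at multiple concentrations, and incubated 72 h at 37 degrees C; CellTiter-Glo is then added and luminescence read after 10 min.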
GLP-1R inv ag: GLP-1 receptor (human) inverse agonism; HEK293 GLP-1R CRE-luciferase, luminescence, 24 h; GLP-1R form is constitutively active; Potency, µM (titrated, usually from 38.3 µM), for the others: at the highest dose activity change, negative = inhibition, hits mostly inhibitors; 410,000 tested, 1.6% active; AID 624417; note: % is set by controls: 0 for no effect and ±100 for the full control effect; nearly all actives have a fitted effect of over 55% in size
Target sequence (P43220 whole entry, looked up): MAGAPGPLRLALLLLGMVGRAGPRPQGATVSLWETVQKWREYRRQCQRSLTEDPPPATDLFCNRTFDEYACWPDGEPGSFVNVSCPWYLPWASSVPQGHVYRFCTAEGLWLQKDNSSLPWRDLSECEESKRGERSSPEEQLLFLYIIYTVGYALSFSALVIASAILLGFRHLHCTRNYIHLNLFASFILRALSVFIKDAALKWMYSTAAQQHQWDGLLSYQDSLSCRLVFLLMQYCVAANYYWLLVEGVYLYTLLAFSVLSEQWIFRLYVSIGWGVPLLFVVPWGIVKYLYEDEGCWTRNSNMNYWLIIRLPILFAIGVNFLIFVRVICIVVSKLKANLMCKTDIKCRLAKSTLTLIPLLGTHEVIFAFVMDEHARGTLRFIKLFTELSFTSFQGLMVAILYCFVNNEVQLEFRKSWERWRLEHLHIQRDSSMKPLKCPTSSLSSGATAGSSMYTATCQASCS
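Seeding at 200 cells/uL, 12 h culture, 24 hr compound treatment, then luciferase reagent and a luminescence read; cells are HEK293 stably expressing a constitutively active GLP-1R plus cAMP-responsive luciferase.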
HT1080-NT tox: kills 2HG-producing HT-1080-NT fibrosarcoma cells. HT-1080-NT fibrosarcoma viability, CellTiter-Glo ATP luminescence, 48 h. Potency, µM (series often up to 46.1 µM), inactives show at the top dose activity, negative = less viability, actives largely listed as cytotoxic. 360,000 tested, 1.6% active. AID 686970;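 note: NT is the 2HG producing partner of a matched IDH1 knockdown line; 0% = DMSO-treated cells and -100% = media-only wells without cells; nearly all actives have a fitted effect of over 55% in size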
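HT-1080-NT fibrosarcoma cells (2HG-overproducing), 750 cells/well in RPMI with 5% FBS, dosed after 2 h and incubated 48 h at 37C. CellTiter-Glo luminescence normalized to DMSO and no-cell wells; concentration-response curves fitted and classed.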
HT1080 IDH1KD tx: HT-1080 IDH1 knockdown cell toxicity (counter line); HT-1080 IDH1 knockdown viability, ATP luminescence, 48 h; Potency, µM (highest dose often 46.1 µM), for inactives: at the top dose activity, negative = toxicity, actives largely listed as cytotoxic; 360,000 tested, 2% active; AID 686971;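 note: 0% = DMSO wells and -100% = cell-free medium wells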
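% activity derives from luminescence (CellTiter-Glo), normalised to DMSO and no-cell wells. HT-1080-IDH1KD cells, 750/well, had 48 h compound exposure at 37 °C.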
GLP-1R agonist: GLP-1 receptor (human) agonism; P43220; HEK293 GLP-1R CRE-luciferase, luminescence, 4-6 h; cells express a hypersensitive GLP-1R form; Potency, µM (titrated, usually from 45.6 µM), for the others: at the top dose activation, most hits filed as activators; 380,000 tested, 0.007% active; AID 624172; note: % of control where 0% means no effect
SW480 rereplic: induces DNA re-replication in SW480 colon adenocarcinoma cells | AID 624297 | SW480 DNA re-replication, Hoechst DNA content imaging, 48 h | Potency, µM (top dose mostly 46.1 µM), without a hit: top-dose re-replication activation, actives largely listed as activators | 340,000 tested, 1.8% active; note: % of control where 0% means no effect; nearly all actives have a fitted effect of over 55% in size
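First, 250 cells per well were seeded. Next, compound or vehicle (23 nL) was pinned in, plates sat 48 hr at 37 C. Finally Hoechst was added for 40 min before fluorescence scanning.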
The depositor's hits bear a star; ? = inconclusive; nt = not tested or not shown; [ ] = dose if it differs, or a comment. Calls come from the whole dose curve; as a rule, active = well fitted curve in the direction sought with a large enough effect; inconclusive = small, poorly fitted or top-dose-only effect, or another doubt; inactive = no such curve, though single readings can be large; an effect the other way counts as inactive or inconclusive. Potency is the fitted concentration of half-maximal effect. Compounds as they come; about 9.4% have a hit in one of these screens.

SMILES | GLP1R cytotox | TDP-43 yeast inh | KB-3-1 cytotox | KB-V1 MDR tox | GLP-1R inv ag | HT1080-NT tox | HT1080 IDH1KD tx | GLP-1R agonist | SW480 rereplic
CCOc1cc(N2CCOCC2)c(OCC)cc1NS(=O)(=O)c1cc(NC(C)=O)ccc1OC | 1% | 8% | 1% | 25% | 7% | 0% | -2% | 4% | -10%
O=C(Nc1ccc(Br)c(Cl)c1)C1CC1 | 0% | ? | -15% | -4% | ? | -12% | -16% | 0% | -1%
Cc1ccccc1NC(=S)NC1CCN(Cc2ccccc2)CC1 | -10% | -21% | -3% | ? | 4% | 10% | 0% | -2% | 0%
CCc1c(C)sc(NC(=O)OC)c1C(=O)N1CCOCC1 | 11% | -24% | -4% | 13% | 2% | 7%[9.24 µM] | -18% | 7% | 9%
CCOC(=O)CSc1nc(C)c(Oc2ccc(Cl)cc2Cl)c(=O)[nH]1 | 33% | -11% | -5% | 11% | -5% | -3% | -2% | -1% | -15%
O=C(Nc1cc(Cl)ccc1Oc1ccccc1)c1ccc(F)cc1 | 28% | 13% | -28% | ? | ? | -5% | -12% | 8% | ?
CCn1ccnc1[C@@H]1C[C@H]2CN(c3ccccc3OC)C(=O)[C@]23CCCN13 | -10% | 3% | 0% | 0% | -13% | 15% | 16% | 5% | -6%
O=c1cc(CN2CCN(c3ccc(F)cc3)CC2)nc2sccn12 | -8% | 7% | 3% | 4% | 4% | 8% | 16% | -6% | -1%
C=CCNC(=O)NC(=O)COC(=O)/C(C#N)=C/c1cc(C)n(CCC(C)C)c1C | -16% | -9% | 9% | ? | 6% | 11% | -1% | -8% | -2%
CCOc1ccc(NC(=O)c2cccc(OC(=S)N3CCOCC3)c2)cc1 | 0% | -12% | -23% | ? | ? | -1% | -5% | 8% | 1%
COc1ccc(CCNC(=O)CCCN2C(=O)c3ccccc3C2=O)cc1 | -11%[7.66 µM] | 21%[9.22 µM] | 13% | 0% | -17%[7.66 µM] | -6% | -17% | 5% | -2%
CCc1nc2ccc(C(=O)NCc3cccs3)cn2c1N(CC)Cc1cccc(Br)c1 | -14% | -8% | ? | ? | ? | ? | ? | -4% | nt
Cn1c(COc2ccc(Cl)cc2)nnc1SCC(=O)NC1CCCCC1 | -12% | -5% | 29% | 3% | 0% | 3% | 2% | 8% | -2%
Cc1oc(-c2ccccc2)nc1CS(=O)CC(=O)NC1CCCC1 (configuration not stated) | -14% | 8% | 11% | 1% | 1% | -16% | 2% | 6% | -23%
Cc1ccc(-c2nc3ncccc3n2O)cc1 | 1% | 13% | -10% | 11% | 6% | -1% | 4% | -4% | -8%
CCOC(=O)C1CCN(Cc2cc(C(C)C)c(O)c(C(C)C)c2)CC1 | -2%[7.66 µM] | 22%[9.22 µM] | 1% | ? | 6%[7.66 µM] | 0% | -9% | 7% | 2%
Cn1cc(-c2cccc3nncn23)cn1 | 11% | 2% | 0% | 6% | 26% | ? | 20% | -7% | nt
Cc1nc(SCC(=O)Nc2cc(S(=O)(=O)N3CCOCC3)ccc2Cl)nc(C)c1C | 5% | 13% | -11% | 1% | 15% | -1% | -6% | -2% | -2%
COc1cc(C(=O)NCCc2ccc3c(c2)OCCO3)ccc1OCC(=O)N1CCOCC1 | -28% | -4% | 12% | 14% | 9% | 16% | 0% | 1% | 4%
COc1ccc(C)cc1-n1nnnc1SCC(=O)N1CCC(C(=O)Nc2nccs2)CC1 | -7% | 8% | 17% | -19% | -1% | -4% | 2% | -2% | 0%

Exported with two lines to a compound: entries from further up.
Below each SMILES: GLP1R cytotox | TDP-43 yeast inh | KB-3-1 cytotox | KB-V1 MDR tox | GLP-1R inv ag | HT1080-NT tox | HT1080 IDH1KD tx | GLP-1R agonist | SW480 rereplic
- CCOc1ccc(NC(=O)c2cccc(OC(=S)N3CCOCC3)c2)cc1
  0% | -12% | -23% | ? | ? | -1% | -5% | 8% | 1%
- O=c1cc(CN2CCN(c3ccc(F)cc3)CC2)nc2sccn12
  -8% | 7% | 3% | 4% | 4% | 8% | 16% | -6% | -1%

Next entries:
SMILES | GLP1R cytotox | TDP-43 yeast inh | KB-3-1 cytotox | KB-V1 MDR tox | GLP-1R inv ag | HT1080-NT tox | HT1080 IDH1KD tx | GLP-1R agonist | SW480 rereplic
Cc1ccc(NC(=O)C2CCN(C(=O)[C@@H]3Cc4ccccc4CN3)CC2)cc1 | -20% | 10% | 15% | 19% | -8% | 10% | 3% | -3% | 3%
CC(=O)c1c(C)nc(C)nc1NC(=O)C(C)C | -4% | -14% | 10% | 15% | 2% | 14% | 3% | -10% | -12%
Cc1ccc(S(=O)(=O)ON=C2CCN(S(=O)(=O)c3ccccc3)CC2)cc1 | 3% | 17% | 17% | 19% | 53%[activator] | 6% | -2% | -8% | -1%
Cc1ccc(-n2nc3c(N4CCC(C(=O)NC(C)c5ccccc5)CC4)nnc(C)c3c2C)cc1 (configuration not stated) | 10% | 0% | -25% | -20% | ? | nt | nt | nt | nt
CC(=O)N1CCN(C(=S)c2ccc(N(C)C)cc2)CC1 | -27% | -4% | 5% | 1% | 0% | 6% | 7%[9.24 µM] | -2% | 0%
COC(=O)[C@H]1C[C@@]2(O)CN(S(=O)(=O)c3ccc(C)cc3)C[C@@]2(OC(=O)Nc2cccs2)C[C@H]1C(=O)OC | 1% | 0% | 1% | -8% | -32% | 3% | -8% | 5% | nt
O=S(=O)(c1ccc(SCc2ccc(Br)cc2)nc1)N1CCOCC1 | -10% | 7% | -14% | 13µM* | -12% | -4% | -3% | 9% | -4%
CCOc1ccccc1/C=c1\sc2nc(-c3ccco3)nn2c1=O | -3% | 8% | -8% | 19% | 1% | -6% | -1% | -20% | 2%
COc1ccc(OC)c(NC(=O)CCN2CCC(C)CC2)c1 | -8% | -1% | -1% | -23% | 21% | 12% | 17% | -6% | 3%
CC(C)CN1CCNC(=O)C1CC(=O)NCCCN1CCCc2ccccc21 (configuration not stated) | 1% | 8% | 6% | 7% | -11% | 0% | 1% | 8% | 4%
OC(c1ccccc1)c1nc(-c2cc(F)cc(F)c2)cs1 (configuration not stated) | 0% | ? | -2% | 10% | ? | ? | ? | -1% | nt
O=C(CCCCn1c(=S)[nH]c2ccsc2c1=O)NCc1ccc2c(c1)OCO2 | -7% | 15% | ? | ? | 19% | -18% | ? | 5% | 8%
O=C(c1cncs1)N1CCCC(CNS(=O)(=O)c2cccs2)C1 (configuration not stated) | 1% | -3% | -2% | 19% | 3% | -4% | 0% | 0% | -1%
COc1ccc(C)cc1-n1nnnc1SCc1nc2ccccc2c(=O)[nH]1 | -1%[7.66 µM] | 10% | ? | 5.2µM* | 16%[7.66 µM] | 15µM* | ? | -1% | 2%
COc1cc(C2CC(=O)Oc3cc(C)c(Br)c(C)c32)cc(OC)c1OC (configuration not stated) | -12% | ? | 0% | 0% | -9% | 0% | -2% | 2% | 0%
Cc1ccc(Cc2cnc(N3C(=N)SC(C)C3=O)s2)cc1 (configuration not stated) | -1%[0.307 µM] | ? | ? | ? | -16%[0.307 µM] | -20% | -18% | -15% | 15%
Cc1ccc(NC(=O)c2sc(N)nc2C)cc1 | -4% | 14% | 3% | -1% | 17% | 15% | 9% | 7% | 0%
CCC1Oc2ccc(C)cc2N(CC(=O)N(Cc2ccncc2)Cc2ccco2)C1=O (configuration not stated) | 7% | 4% | 5% | ? | -19% | -2% | -1% | 15% | 2%
CC(C)(C)NS(=O)(=O)c1ccc(CCC(=O)N2CCCC2)cc1 | 2% | -11% | -2% | -4% | 2% | 9% | 2% | 17% | 2%
O=C(NCc1ccccc1)/C(=C\c1cccc([N+](=O)[O-])c1)NC(=O)c1ccco1 | -45% | 12% | 5% | 13% | 7% | -1% | -1% | -1% | nt
COc1ccc(S(=O)(=O)Nc2cccc3c2O[C@H](CN(C)C(=O)NC2CCCCC2)[C@@H](C)CN([C@H](C)CO)C3=O)cc1 | 2% | -10% | 0% | 0% | 14% | -3% | 0% | 1% | -3%
COc1cccc(C(=O)Nc2c3c(nn2-c2ccc(Cl)cc2)CS(=O)(=O)C3)c1 | -4% | 4% | -12% | -16% | 5% | nt | nt | 10% | nt
O=C1OCC(c2ccccc2)=C1c1ccccc1[N+](=O)[O-] | 2% | -17%[1.82 µM] | 9% | -1% | 20% | -5% | -9% | 3% | 0%
COC1(OC)C(=N/O)/C(=N\O)CCC1O (configuration not stated) | -13% | -11% | 19% | 0% | 26% | 7% | 12% | -6% | 13%
O=S(=O)(N/N=C\C=C\c1ccccc1)c1ccccc1 | -1% | -11% | 3% | 5% | 1% | -2% | 2% | -2% | -9%
O=C(O)c1cc([N+](=O)[O-])cc2c1nnn2O | ? | -5%[0.397 µM] | -12% | -11% | -17% | -10% | -22% | -1% | -9%
COC(=O)CCC(=O)OC1(C)C(=O)C=C2C=C(C3CC3)N(C3CCCC3)C=C2C1=O (configuration not stated) | -5% | -1% | 7% | 4% | 6% | 1% | -2% | 4% | -2%
O=C(CSc1nc(-c2ccccc2)cc(=O)[nH]1)N1CCOCC1 | 5% | -2% | 11% | 0% | 6% | 4% | 15% | 2% | -1%
Cc1ccc(NC(=O)/C(=C\c2cccc([N+](=O)[O-])c2)NC(=O)c2cccs2)cc1 | 11% | -8% | 14% | ? | 14% | 3% | -2% | -48%[inhibitor] | 3%
O=C(NN=C1CCCCC1)NC1CCCCC1 | -7% | -12% | 3% | -1% | 11% | 12% | 5% | 1% | -4%
CCC(CC)NC(=O)c1cc2c(C)nn(Cc3ccccc3Cl)c2s1 | -14% | -14% | ? | 15µM* | ? | -30% | ? | 11% | ?
COc1ccccc1NC(=S)NC1CCC(CC2CCC(NC(=S)Nc3ccccc3OC)CC2)CC1 (configuration not stated) | -14% | 27% | 1% | 2% | 10% | 1% | -3% | -1% | -11%

An excerpt from above with just KB-V1 MDR tox.
| SMILES | KB-V1 MDR tox |
| --- | --- |
| COC1(OC)C(=N/O)/C(=N\O)CCC1O (configuration not stated) | 0% |
| O=C(O)c1cc([N+](=O)[O-])cc2c1nnn2O | -11% |
| O=C(NN=C1CCCCC1)NC1CCCCC1 | -1% |
